KCNQ2 block: KCNQ2 channel blockers in CHO-K1 cells – cell-based, FluxOR thallium flux, B-score, primary screen (AID 2156). O88943. 20 min; stronger effect = lower value. B-score at 10 µM. actives 1.1% (n = 310,000);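 active = fluorescence ratio B-score at most minus 3 library SDs, with starting brightness B-score within 2 library SDs, cut at about -5.5 in these data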
Target sequence (O88943 whole entry, looked up): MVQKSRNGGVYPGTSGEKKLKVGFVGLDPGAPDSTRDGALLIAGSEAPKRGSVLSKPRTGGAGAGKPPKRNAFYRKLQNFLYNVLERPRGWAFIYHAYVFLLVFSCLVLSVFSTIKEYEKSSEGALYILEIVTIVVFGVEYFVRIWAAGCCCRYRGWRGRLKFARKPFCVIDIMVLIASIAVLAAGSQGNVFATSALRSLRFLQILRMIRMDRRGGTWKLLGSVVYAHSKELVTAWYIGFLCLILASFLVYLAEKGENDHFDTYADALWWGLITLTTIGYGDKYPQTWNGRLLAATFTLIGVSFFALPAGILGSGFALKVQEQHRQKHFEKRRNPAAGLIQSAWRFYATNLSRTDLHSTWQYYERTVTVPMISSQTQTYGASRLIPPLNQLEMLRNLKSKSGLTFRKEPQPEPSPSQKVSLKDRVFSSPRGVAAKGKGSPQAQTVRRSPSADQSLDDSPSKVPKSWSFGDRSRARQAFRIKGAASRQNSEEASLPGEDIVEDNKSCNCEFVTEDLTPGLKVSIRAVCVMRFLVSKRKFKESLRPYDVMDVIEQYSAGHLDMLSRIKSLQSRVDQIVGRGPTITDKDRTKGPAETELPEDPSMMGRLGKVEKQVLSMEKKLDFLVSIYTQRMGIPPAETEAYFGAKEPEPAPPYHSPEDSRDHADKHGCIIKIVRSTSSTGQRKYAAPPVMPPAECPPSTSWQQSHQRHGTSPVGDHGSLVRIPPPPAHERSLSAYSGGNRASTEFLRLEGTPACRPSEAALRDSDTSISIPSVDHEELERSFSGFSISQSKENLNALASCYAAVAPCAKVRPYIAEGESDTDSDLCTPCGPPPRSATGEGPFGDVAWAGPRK
Kir21 block: Kir2.1 (mouse) channel inhibition | AID 1672 | P35561 | B-score at 10 µM | HEK293-Kir2.1, FluxOR thallium flux fluorescence; stronger effect = lower value | actives 0.85% (n = 310,000);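 active = fluorescence ratio B-score at or below minus 3 SD of library scores, with starting-brightness B-score within 2 SD, cut at about -4.2 in these data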;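 also: channel flux triggered by added potassium and thallium sulfate stimulus; B-score of peak minus minimum fluorescence over baseline after thallium stimulus; more negative B-score means stronger Kir2.1 block with less thallium influx; some compounds called inactive have numbers as strong as hits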
An asterisk follows results filed as active.

Results for CC1C(=O)C(C)C(c2ccc([N+](=O)[O-])cc2)NC1c1ccc([N+](=O)[O-])cc1 (stereo unspecified) ?
KCNQ2 block: inactive; Kir21 block: -1.2

What do the screens show for `CC(Nc1cc(N2CCNCC2)ccc1[N+](=O)[O-])c1ccccc1` (stereo unspecified)?
KCNQ2 block: inactive; Kir21 block: -7.5*

Results for Cc1ccc(NC(=O)CCC(=O)NNC(=O)c2cccc([N+](=O)[O-])c2)cc1C ?
KCNQ2 block: inactive; Kir21 block: 0.17

How did CCSc1nnc(NC(=O)CSc2nc3c(cc2C#N)CCCC3)s1 do in these assays?
KCNQ2 block: inactive; Kir21 block: -0.54

What do the screens show for `O=C(NCCOc1ccccc1)c1ccccc1`?
KCNQ2 block: inactive; Kir21 block: -0.95

Results for COc1cc(/C=N/N=C2/NC(=O)C(c3ccccc3)S2)ccc1O (stereo unspecified) ?
KCNQ2 block: inactive; Kir21 block: 0.43

What do the screens show for `Nc1nonc1-n1nnc(C(=O)N/N=C/c2ccoc2)c1-c1ccccc1`?
KCNQ2 block: inactive; Kir21 block: -1.6

What do the screens show for `COc1cccc(CNC(=O)C2CCN(S(=O)(=O)N3CCCC3)CC2)c1`?
KCNQ2 block: inactive; Kir21 block: 1.6

What do the screens show for `Cc1ccc(CNS(=O)(=O)c2cc3c4c(c2)C(C)C(=O)N4CCC3)cc1` (stereo unspecified)?
KCNQ2 block: inactive; Kir21 block: -0.9

What do the screens show for `COc1cccc(NC(=S)N(CCC(C)C)C2CCN(C(C)=O)CC2)c1`?
KCNQ2 block: inactive; Kir21 block: 0

How did Nc1ncnc(Nc2cc(C(F)(F)F)cc(C(F)(F)F)c2)n1 do in these assays?
KCNQ2 block: inactive; Kir21 block: 0.61

Results for S=c1[nH]c2ncccc2o1 ?
KCNQ2 block: inactive; Kir21 block: 1.9

How did CSc1ncccc1C(=O)Nc1ccncc1 do in these assays?
KCNQ2 block: inactive; Kir21 block: 0.48

How did O=C1c2ccccc2C(=O)C12OC2c1cccc2ccccc12 (stereo unspecified) do in these assays?
KCNQ2 block: inactive; Kir21 block: -0.01

Results for CCCCSc1nnc(C)c(=O)[nH]1 ?
KCNQ2 block: inactive; Kir21 block: 1.4

What do the screens show for `COc1ccc(CCNC(=O)c2ccc(NC3=NC4CS(=O)(=O)CC4S3)cc2)cc1OC` (stereo unspecified)?
KCNQ2 block: inactive; Kir21 block: -0.36

What do the screens show for `COc1ccc(/C=N/NC(=S)Nc2c(C)n(C)n(-c3ccccc3)c2=O)cc1OC`?
KCNQ2 block: inactive; Kir21 block: 0.47

What do the screens show for `COc1cccc(C(=O)Oc2cc3c4c(c2)C(C)=CC(C)(C)N4C(=O)C3=O)c1`?
KCNQ2 block: inactive; Kir21 block: 0.63

What do the screens show for `COP(=O)(OC)C(Nc1ccc(Cl)cc1)c1ccccc1` (stereo unspecified)?
KCNQ2 block: inactive; Kir21 block: -1.3

How did CSc1ccccc1NC(=O)c1ccccc1N(Cc1ccccc1)S(C)(=O)=O do in these assays?
KCNQ2 block: inactive; Kir21 block: 0.03

What do the screens show for `CCCCc1nc2cc(C(=O)N3CCCCC3CCNC(C)=O)ccc2o1` (stereo unspecified)?
KCNQ2 block: inactive; Kir21 block: -2.2

How did Cc1nc2ccccc2c(-c2ccccc2)c1C(=O)c1ccccc1 do in these assays?
KCNQ2 block: -9.2*; Kir21 block: -0.2

Results for CC(=O)c1cnc2c(-c3ccccc3)cnn2c1C ?
KCNQ2 block: inactive; Kir21 block: -0.06

How did O=S(=O)(NC1CCCCC1Nc1ccccc1)c1ccccc1 (stereo unspecified) do in these assays?
KCNQ2 block: inactive; Kir21 block: -1.3

What do the screens show for `O=C(NC1CCCCCCC1)c1ccc(F)cc1`?
KCNQ2 block: inactive; Kir21 block: 0.78

What do the screens show for `CCOc1ccc(C(=O)N2CCN(C(=O)c3ccco3)CC2)cc1OCC`?
KCNQ2 block: inactive; Kir21 block: 0.12

How did COc1ccc(CSc2nncn2C)cc1F do in these assays?
KCNQ2 block: inactive; Kir21 block: -0.21

What do the screens show for `CC(=O)c1cn(CC(=O)Nc2ccc(C)cc2C)c2ccccc12`?
KCNQ2 block: inactive; Kir21 block: -1.1

Results for COC(=O)CCNC(=O)c1ccc2[nH]c(C)c(C)c2c1 ?
KCNQ2 block: inactive; Kir21 block: -0.07

How did CCc1ccc2nc(N(CCCN(C)C)C(=O)c3ccc(S(=O)(=O)N4CCCc5ccccc54)cc3)sc2c1 do in these assays?
KCNQ2 block: inactive; Kir21 block: 0.02

Results for COc1cccc(-c2csc(N3CCN(C(=O)C4CCCCC4)CC3)n2)c1 ?
KCNQ2 block: inactive; Kir21 block: -0.91

How did COc1ccc(F)cc1CN1CCN(c2ncnc3scc(-c4ccccc4)c23)CC1 do in these assays?
KCNQ2 block: inactive; Kir21 block: -1.3

What do the screens show for `COc1ccc(-c2[nH]ncc2CN2CCC(OCc3ccccn3)CC2)c(F)c1`?
KCNQ2 block: inactive; Kir21 block: 0.1

What do the screens show for `Cc1[nH]nc(SCC(=O)NCc2ccc(F)cc2)c1[N+](=O)[O-]`?
KCNQ2 block: inactive; Kir21 block: -2.4

How did CCCCn1c(Cc2ccccc2)nnc1SCC(=O)Nc1cc(C)on1 do in these assays?
KCNQ2 block: inactive; Kir21 block: -1.5

How did CC1C(C#N)=C(SCC(N)=O)NC2=C1C(=O)CC(C)(C)C2 (stereo unspecified) do in these assays?
KCNQ2 block: inactive; Kir21 block: -0.81

How did CCNC(=O)/C(C#N)=C/c1c(N2CCN(c3ccc(OC)cc3)CC2)nc2c(C)cccn2c1=O do in these assays?
KCNQ2 block: inactive; Kir21 block: 0.69

Results for Cc1ccc2c(c1)N(CC(=O)OCC(=O)NCc1ccccc1)C(=O)CO2 ?
KCNQ2 block: inactive; Kir21 block: -0.48

How did O=C(CN1C(=O)c2ccccc2C1=O)N(CCO)Cc1ccccc1 do in these assays?
KCNQ2 block: inactive; Kir21 block: 1.2

Results for Cc1nn(C)cc1CNC(=O)C1CCC(=O)N(CC2CCCCC2)C1 (stereo unspecified) ?
KCNQ2 block: inactive; Kir21 block: 1.1

Results for Cc1cc(C)c2nc3c(c(C(=O)O)c2c1)CCC3 ?
KCNQ2 block: inactive; Kir21 block: -1.7

How did O=C(CNC(=O)c1ccc(Cl)cc1Cl)NCC1CCCO1 (stereo unspecified) do in these assays?
KCNQ2 block: inactive; Kir21 block: -0.07

How did C/C(CC(C)C)=N\Oc1nc(C)cc(C)n1 do in these assays?
KCNQ2 block: inactive; Kir21 block: 0.82

What do the screens show for `COC(=O)C1CCN(C(=O)c2cc3ccccc3oc2=O)CC1`?
KCNQ2 block: inactive; Kir21 block: -0.82

Results for COc1ccc(NC(=O)NC(=O)c2cc(OCC(F)(F)F)ccc2OCC(F)(F)F)cc1 ?
KCNQ2 block: inactive; Kir21 block: 0.29

A stretch of the results above, as a working copy:
How did CC1C(C#N)=C(SCC(N)=O)NC2=C1C(=O)CC(C)(C)C2 (stereo unspecified) do in these assays?
KCNQ2 block: inactive; Kir21 block: -0.81

How did CCNC(=O)/C(C#N)=C/c1c(N2CCN(c3ccc(OC)cc3)CC2)nc2c(C)cccn2c1=O do in these assays?
KCNQ2 block: inactive; Kir21 block: 0.69

Results for Cc1ccc2c(c1)N(CC(=O)OCC(=O)NCc1ccccc1)C(=O)CO2 ?
KCNQ2 block: inactive; Kir21 block: -0.48

How did O=C(CN1C(=O)c2ccccc2C1=O)N(CCO)Cc1ccccc1 do in these assays?
KCNQ2 block: inactive; Kir21 block: 1.2

Results for Cc1nn(C)cc1CNC(=O)C1CCC(=O)N(CC2CCCCC2)C1 (stereo unspecified) ?
KCNQ2 block: inactive; Kir21 block: 1.1

Results for Cc1cc(C)c2nc3c(c(C(=O)O)c2c1)CCC3 ?
KCNQ2 block: inactive; Kir21 block: -1.7

How did O=C(CNC(=O)c1ccc(Cl)cc1Cl)NCC1CCCO1 (stereo unspecified) do in these assays?
KCNQ2 block: inactive; Kir21 block: -0.07

How did C/C(CC(C)C)=N\Oc1nc(C)cc(C)n1 do in these assays?
KCNQ2 block: inactive; Kir21 block: 0.82

What do the screens show for `COC(=O)C1CCN(C(=O)c2cc3ccccc3oc2=O)CC1`?
KCNQ2 block: inactive; Kir21 block: -0.82

Results for COc1ccc(NC(=O)NC(=O)c2cc(OCC(F)(F)F)ccc2OCC(F)(F)F)cc1 ?
KCNQ2 block: inactive; Kir21 block: 0.29

The list continues:
How did CCCOc1ccc(C(=O)NNC(=O)c2cccc(S(=O)(=O)N3CCN(C(C)=O)CC3)c2)cc1OC do in these assays?
KCNQ2 block: inactive; Kir21 block: 0.85

How did CCOc1ncccc1C(=O)OCC(=O)N1CCN(S(=O)(=O)c2ccc(Cl)cc2)CC1 do in these assays?
KCNQ2 block: inactive; Kir21 block: -1.8

How did O=C(NC1CC2CCC(C1)N2Cc1ccccc1)c1ccccc1Br (stereo unspecified) do in these assays?
KCNQ2 block: inactive; Kir21 block: 0.13

Results for CCOc1ncccc1C(=O)OCc1cc(=O)oc2c(C)c(C)ccc12 ?
KCNQ2 block: inactive; Kir21 block: -0.46

What do the screens show for `CCO[C@H]1OC(C(=O)Nc2ccccc2)=C[C@@H](c2csc3ccccc23)[C@@H]1CCCO`?
KCNQ2 block: inactive; Kir21 block: 0.05

What do the screens show for `COCCCNC(=O)c1sc2ncnc(N3CCc4ccccc4C3)c2c1C`?
KCNQ2 block: inactive; Kir21 block: -0.6

How did CC(=O)Nc1ccccc1C(=O)N1CC2(C)CC1CC(C)(C)C2 (stereo unspecified) do in these assays?
KCNQ2 block: inactive; Kir21 block: 0.41

How did CCCCNC(=S)N1CCn2cccc2C1c1ccccc1 (stereo unspecified) do in these assays?
KCNQ2 block: inactive; Kir21 block: 1.2

What do the screens show for `Cc1cccc2cc(C#N)c(NCCNC(=O)NC3CCCCC3)nc12`?
KCNQ2 block: inactive; Kir21 block: 1.9

What do the screens show for `Cc1cc(NC(=O)COC(=O)C2CCCN2C(=O)c2cccs2)no1` (stereo unspecified)?
KCNQ2 block: inactive; Kir21 block: 2

How did Cn1cccc1Cc1nnc(SCC(=O)N2CCOCC2)n1-c1ccc(F)cc1 do in these assays?
KCNQ2 block: inactive; Kir21 block: -0.42

How did CC(OC(=O)CCN=C1NS(=O)(=O)c2ccccc21)C(=O)N(C)c1ccccc1 (stereo unspecified) do in these assays?
KCNQ2 block: inactive; Kir21 block: -0.9

Results for CCCCOc1ccc([N+](=O)[O-])cc1C(=O)O ?
KCNQ2 block: inactive; Kir21 block: 0.63

How did Cn1cnc([N+](=O)[O-])c1Oc1cccc2ccccc12 do in these assays?
KCNQ2 block: inactive; Kir21 block: 0.96

How did CC(=O)Nc1ccc(SCC(=O)c2cc(C)n(-c3ccccc3F)c2C)cc1 do in these assays?
KCNQ2 block: inactive; Kir21 block: -1.3

What do the screens show for `CCN1CCN(C(=O)c2cccc(OC3CCN(S(=O)(=O)N(C)C)CC3)c2)CC1`?
KCNQ2 block: inactive; Kir21 block: -0.05

Results for CCOc1ccc(S(=O)(=O)NCCC(=O)NCC(c2ccc(OC)cc2)N2CCCCC2)cc1 (stereo unspecified) ?
KCNQ2 block: inactive; Kir21 block: -0.11

Results for Cc1ccc(CN=C2NC(=O)C(CC(=O)NCCc3ccccc3)S2)cc1 (stereo unspecified) ?
KCNQ2 block: inactive; Kir21 block: -0.52

How did C=CCn1c(Cc2ccc(OC)cc2)nnc1SCC(=O)NCCc1ccccc1 do in these assays?
KCNQ2 block: inactive; Kir21 block: -1.2

Results for Cc1[nH]n(-c2ccccc2)c(=O)c1C1(C(F)(F)F)C(=O)N(c2ccc(F)cc2)C2=C1C(=O)CC(C)(C)C2 (stereo unspecified) ?
KCNQ2 block: inactive; Kir21 block: -0.23

What do the screens show for `CC(=O)c1cn(C(=O)c2ccc(Cl)cc2)c2ccccc12`?
KCNQ2 block: inactive; Kir21 block: 0.21

How did O=C(Nc1cccc(Cl)c1N1CCOCC1)c1cc([N+](=O)[O-])ccc1N1CCOCC1 do in these assays?
KCNQ2 block: inactive; Kir21 block: -0.82

What do the screens show for `Cc1ccc(CN2CCN(/N=C/c3cccs3)CC2)cc1`?
KCNQ2 block: inactive; Kir21 block: -0.83

What do the screens show for `Cc1ccc(C(=O)NC(=S)N(C)C2CCCCC2)cc1`?
KCNQ2 block: inactive; Kir21 block: 1.2

What do the screens show for `COCCN(C(=O)Nc1ccc(OC)cc1)c1nc2ccccc2s1`?
KCNQ2 block: inactive; Kir21 block: 1.6

What do the screens show for `Clc1ccc(-c2cn(-c3ccccc3)c3[n+]2CCS3)cc1`?
KCNQ2 block: inactive; Kir21 block: 2.1

Results for Cc1cc([N+](=O)[O-])ccc1NC(=O)c1sc2ncn(CC(=O)N3CCOCC3)c(=O)c2c1C ?
KCNQ2 block: inactive; Kir21 block: 0.8

Results for C=CCN1CCN(C(c2cc(OC)ccc2OC)c2nnnn2CC2CCCO2)CC1 (stereo unspecified) ?
KCNQ2 block: inactive; Kir21 block: -0.15

Results for O=C(CN1CCN(S(=O)(=O)c2ccc(Cl)cc2)CC1)NC(=O)NC1CCCCC1 ?
KCNQ2 block: inactive; Kir21 block: 0.02

Results for COCCCNC(=O)Cc1coc2ccc3ccccc3c12 ?
KCNQ2 block: inactive; Kir21 block: -3

What do the screens show for `O=C(NC(=S)Nc1ccc2c(c1)OCCO2)c1cccc(Br)c1`?
KCNQ2 block: inactive; Kir21 block: 1.4

Results for CCOC(=O)C(=O)NNc1cccc(C)c1C ?
KCNQ2 block: inactive; Kir21 block: 0.01

How did Cc1ccccc1NC(=O)CN1CCC(n2nnc3ccccc32)CC1 do in these assays?
KCNQ2 block: inactive; Kir21 block: 0.07

How did O=C(Nc1nnc(Cc2ccccc2)s1)c1cccs1 do in these assays?
KCNQ2 block: inactive; Kir21 block: 1.9

Results for Cc1cccc(Nc2ccncc2S(=O)(=O)NC(=O)NC(C)C)c1 ?
KCNQ2 block: inactive; Kir21 block: -0.06
